Screens: PubChem, several laboratories
HMGR II inh = blocks class II HMG-CoA reductase of Enterococcus faecalis | purified E. faecalis HMGR, NADPH absorbance 340 nm kinetic | inhibition, % at 10 µM | 0.41% of 190,000 active | AID 1066;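 active means inhibition above a set limit, the median over all tested compounds plus 3 SD, cut at about 9.5% in these data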;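 further: enzyme runs in reverse so mevalonate oxidation gives rising NADPH absorbance; 0% = complete reaction with DMSO and 100% = background rate lacking mevalonate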
Hsp70 act = Hsp70 transcriptional activation, primary screen | AID 1203 | 0.04% of 200,000 active | activation, % at 10 µM | HeLa Hsp70 promoter luciferase reporter, luminescence; scaled: vehicle 0, proteasome-inhibitor control 100%;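 active means activation above the mean across all tested compounds plus 3 SD, cutoff set per campaign, cut at about 5.5% in these data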;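 further: 100% = MG132 at 30 µM as the positive control and 0% = DMSO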
NF-kB neuron act = raises NF-kB expression in human neuronal cells; NF-kB reporter expression; active compounds read high; fold change at 12.5 µM; 1.6% of 190,000 active; AID 1239; in the data active means fold change above about 3.3
STAT1 act = increases IFN-gamma driven STAT1 reporter signal; 2.6% of 200,000 active; NIH 3T3 STAT1-luciferase reporter, luminescence; 100% = IFN-gamma alone, no compound; activation (% of control), % at 5.5 µM;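 active means activation above the screen-wide mean activation plus 3 SD, cut at about 130% in these data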;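 further: raw ratio to IFN-gamma control signal so 100% means no change and 0% no light; values of inactives mirror those of a sister screen read the other way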
G6PDH CS = L. mesenteroides G6PDH inhibition counter-screen; AID 1020; 0.12% of 200,000 active; inhibition, % at 5 µM; Purified L. mesenteroides G6PDH, diaphorase/resazurin coupled fluorescence, 45 min; in the data active means inhibition above about 50%
FLuc inh counter = Photinus pyralis luciferase inhibition counter-screen; 1.5% of 200,000 active; inhibition, % at 10 µM; P08659; ATPLite firefly luciferase biochemical luminescence, 10 min;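 active means inhibition above about 50% when tested at 10 µM, limit read from the data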
Target sequence (P08659 whole entry, looked up): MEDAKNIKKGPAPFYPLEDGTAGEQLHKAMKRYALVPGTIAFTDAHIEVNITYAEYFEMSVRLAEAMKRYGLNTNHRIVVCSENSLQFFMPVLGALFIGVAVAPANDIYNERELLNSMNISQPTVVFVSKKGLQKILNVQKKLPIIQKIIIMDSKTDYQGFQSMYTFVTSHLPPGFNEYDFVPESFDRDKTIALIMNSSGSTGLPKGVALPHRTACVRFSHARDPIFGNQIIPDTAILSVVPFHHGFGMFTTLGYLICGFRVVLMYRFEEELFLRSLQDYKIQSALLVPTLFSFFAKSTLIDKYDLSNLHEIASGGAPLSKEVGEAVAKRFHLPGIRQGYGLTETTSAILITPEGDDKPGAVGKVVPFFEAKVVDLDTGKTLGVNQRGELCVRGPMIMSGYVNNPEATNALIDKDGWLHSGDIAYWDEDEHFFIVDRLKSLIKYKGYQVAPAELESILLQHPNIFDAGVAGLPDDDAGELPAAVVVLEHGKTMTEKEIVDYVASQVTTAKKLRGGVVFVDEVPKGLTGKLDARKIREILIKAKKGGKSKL
APP 5'UTR act = APP 5'UTR luciferase reporter activation. SH-SY5Y APP 5'UTR luciferase reporter, luminescence; zero percent = DMSO vehicle wells. activation, % at 2 µM. 1% of 190,000 active. AID 1276;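 active means activation above a set limit, based on mean plus 3 SD of controls, cut at about 140% in these data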; further: values of inactives mirror those of a sister screen read the other way
FLuc act counter = affects firefly luciferase, flagging false hits in luciferase stimulation screens | P08659 | ATPlite luciferase biochemical, luminescence, 10 min; 0 = ATP-free wells, 1 = DMSO control | activation factor at 10 µM | 200,000 tested, under 10 active | AID 1027;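 active means luciferase activation factor, scaled between plate controls, of at least 2 with compound at 10 µM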
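Assay system – cell-free luciferase reagent · Medium – PBS-based ATP solution · Dosing – test compounds dosed from 2 mM stocks in 100% DMSO · Timing – 10 min, room temperature · Technique – light output (luminescence) · Measure – luminescence gain marking luciferase activators · Controls – No-ATP low control, compound-free enzyme-plus-ATP high control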
DTT redox prof = compounds producing H2O2 with reducing agent – biochemical, NIH compound library profiling, artefact control for MLSCN library redox annotation, primary screen. 0.03% of 200,000 active. AID 878. DTT-dependent redox cycling H2O2, phenol red/HRP absorbance; 100% = 100 µM peroxide control, 0% = buffer. activation, % at 10 µM;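 active means activation of at least 50% relative to the plate's high and low controls in the primary single-dose screen; inactive means activation below 50%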;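 further: compound incubated with DTT at 0.8 mM final as the reducing agent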
APP transl inh = APP translation inhibition. inhibition, % at 2 µM. 0.82% of 190,000 active. SH-SY5Y APP 5'UTR-luciferase reporter, luminescence;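 active means inhibition above a set limit, derived from the sample mean plus 3 SD, cut at about 45% in these data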; further: values of inactives mirror those of a sister screen read the other way
* = called active by the depositor.

entry	smiles	DTT redox prof	NF-kB neuron act	HMGR II inh	APP transl inh	FLuc inh counter
1	Cc1cccc(N2CCN(CC(=O)Nc3nccs3)CC2)c1C	0.2	1.1	1	-8	-8
2	CS(=O)(=O)N(CC(=O)N1CCN(Cc2ccccc2)CC1)c1ccc2c(c1)OCCO2	0.6	1.1	-4	1	-5
3	O=C(Nc1ccccc1)c1cnc(-c2ccccc2)nc1-c1ccccc1	-4.7	1.1	4	10	2
4	CC(C)c1ccc(NC(=O)CSc2nnc(-c3ccccn3)n2C)cc1	-0.2	1.1	-2	-29	-2
5	C[C@H]1CC[C@H]2C(=O)N[C@H](Cc3ccccc3)C(=O)N2[C@@H]1c1ccccc1	0.6	1.6	-3	1	-3
6	CC(C)N1CCC(N2CCN(Cc3ccc(-c4ccccc4Cl)o3)CC2CCO)CC1 (stereo unspecified)	-2.1	0.74	-5	11	-2
7	Cc1ccccc1-n1nc(SCC(=O)O)sc1=S	-0.1	1.1	-3	-12	-6
8	COC(=O)c1ccc(C(C(=O)NCc2ccccc2)N(Cc2cccs2)C(=O)c2cnccn2)cc1 (stereo unspecified)	2.5	0.35	-2	-8	-5
9	Cc1onc(-c2ccccc2)c1C(=O)N/N=C/c1cccc(O)c1	-0.3	1.5	0	-11	0
10	Cc1ccc(SCc2noc(C(=O)NCC3CCCO3)c2C(=O)O)cc1C (stereo unspecified)	-12	1.4	-2	-2	-6
11	CCOc1ccc(CC(=O)C2C(=O)CC(C)(C)CC2=O)cc1OCC	2.1	1.1	-2	16	-4
12	CCCCOC(=O)CCc1nc2ccccc2[nH]1	0.0	1.5	-4	-15	-5

entry	APP 5'UTR act	G6PDH CS	Hsp70 act	FLuc act counter	STAT1 act
1	8	0	-0.3	1.1	101
2	-1	-8	-0.2	1.1	105
3	-10	14	-0.2	1	91
4	29	2	0.2	1	102
5	-1	8	-0.1	1	99
6	-11	2	-0.1	1	98
7	12	2	-0.1	1.1	96
8	8	-10	-0.3	1.1	102
9	11	6	-0.5	1	96
10	2	4	0.1	1.1	105
11	-16	7	-0.1	1	97
12	15	1	0.2	1	93

The list goes on.
entry	smiles	DTT redox prof	NF-kB neuron act	HMGR II inh	APP transl inh	FLuc inh counter
13	Cc1cc(C)n(CC(O)Cn2c3ccccc3c3ccccc32)n1 (stereo unspecified)	0.1	1	-5	-11	-1
14	CCOc1ccc(Nc2ccc(N3C(=O)CCC3=O)cc2[N+](=O)[O-])cc1	-0.8	0.93	0	25	-7
15	Cc1ccc(C(=O)OCC(=O)NCCN2C(=O)CSC2=O)cc1	-0.2	1.5	-6	7	-9
16	CC/C(=N/Nc1ccccc1C)c1cnnc(SC)n1	0.0	1	-1	-7	-2
17	O=C1NC2(CCCCCC2)Cc2ccccc21	0.3	1.1	0	-4	-4
18	O=C(/C=C/c1c(Cl)cccc1Cl)N1CCN(c2ncccn2)CC1	-0.1	1.1	-2	7	-1
19	COc1cccc(OCCCN2CCCCCC2)c1	0.3	1.1	0	12	-4
20	O=C(Nc1nc(-c2ccccc2)cs1)c1cccnc1	0.4	1.4	0	0	0
21	CC1=[N+](C)N(c2ccccc2)C(=O)C1N=Cc1ccc(Cl)cc1 (stereo unspecified)	0.1	1.2	-5	-26	-2
22	Cc1ccc(C(=O)NC(=S)NCCN2CCOCC2)cc1	-0.3	1.4	-4	7	-6
23	CNC(=O)c1ccc(NC(=O)/C=C/c2cccc(F)c2)cc1	0.1	2	5	-47	-2
24	C=CCc1cccc2cc(C(=O)NNC(=O)c3ccncc3)c(=O)oc12	-0.5	0.98	0	0	3

entry	APP 5'UTR act	G6PDH CS	Hsp70 act	FLuc act counter	STAT1 act
13	11	-3	-0.2	1	101
14	-25	1	-0.1	1.1	97
15	-7	8	-0.1	1.1	98
16	7	-1	-0.1	1	110
17	4	-2	-0.3	1	107
18	-7	2	-0.2	1	109
19	-12	3	0.2	1	96
20	0	13	-0.5	1	103
21	26	0	-0.1	1	104
22	-7	7	0.1	1.1	110
23	47	-5	0.0	1	127
24	0	2	-0.2	1	110

Ordered by the number under APP transl inh (high to low): three of the compounds above.
entry | Molecule | DTT redox prof | NF-kB neuron act | HMGR II inh | APP transl inh | APP 5'UTR act | Hsp70 act | STAT1 act
5 | C[C@H]1CC[C@H]2C(=O)N[C@H](Cc3ccccc3)C(=O)N2[C@@H]1c1ccccc1 | 0.6 | 1.6 | -3 | 1 | -1 | -0.1 | 99
10 | Cc1ccc(SCc2noc(C(=O)NCC3CCCO3)c2C(=O)O)cc1C (stereo unspecified) | -12 | 1.4 | -2 | -2 | 2 | 0.1 | 105
7 | Cc1ccccc1-n1nc(SCC(=O)O)sc1=S | -0.1 | 1.1 | -3 | -12 | 12 | -0.1 | 96

(cont.)
entry	smiles	DTT redox prof	NF-kB neuron act	HMGR II inh	APP transl inh	FLuc inh counter
25	CC1(C)CC(=O)C(C=NCCCO)=C(O)C1	-5.4	1.1	-4	9	-6
26	CC1(C)CC(=O)C(C=NCCN2CCN(C(=S)Nc3cccc(Cl)c3)CC2)=C(O)C1	0.9	0.94	-4	-1	-9
27	CCOC(=O)c1ccc(-c2cc(C)no2)[nH]1	-0.4	1.6	-1	-10	0
28	Cc1ccc(CN(CC(=O)NC2CCCC2)C(=O)CSc2nnc(COc3ccccc3)o2)cc1	3.9	1.2	-11	8	-6
29	Cc1ccc(S(=O)(=O)N2CCCCC2)cc1NC(=O)Cn1ccsc1=N	-2.0	0.74	4	5	-4
30	Cc1cc(Br)ccc1NC(=O)CNC(=O)CSc1n[nH]c(N)n1	0.7	1.1	-1	1	0
31	CCOC(=O)/C(C#N)=C(\N)C(C)C(=O)Nc1ccccn1 (stereo unspecified)	2.8	1.1	-3	6	-4
32	COc1ccccc1-c1c(C)oc2c(CN3CCN(C)CC3)c(O)ccc2c1=O	-0.4	0.87	-7	-19	-6
33	CN(c1ccc(C(=O)NCCSCc2ccccc2)cc1)S(=O)(=O)c1ccccc1	0.4	0.95	3	-7	1
34	O=C(CSCc1ccccc1)N/N=C/c1cc2c(cc1Br)OCO2	0.0	1.1	-1	14	-2
35	S=C(Nc1cccc(Cl)c1)N1CCN(Cc2ccccc2)CC1	-0.8	1.3	-12	4	-8
36	Cc1[nH]n(-c2ccc(Br)cc2)c(=O)c1C=Nc1ccc(S(=O)(=O)Nc2nccs2)cc1	0.3	0.95	-3	-16	18

entry	APP 5'UTR act	G6PDH CS	Hsp70 act	FLuc act counter	STAT1 act
25	-9	5	-0.3	1.1	101
26	1	0	-0.4	1.1	94
27	10	6	-0.4	1	98
28	-8	1	-0.2	1.1	90
29	-5	3	0.0	1	91
30	-1	4	-0.1	1	93
31	-6	2	-0.1	1	99
32	19	12	-0.3	1.1	108
33	7	1	-0.5	1	96
34	-14	-18	-0.1	1	99
35	-4	5	-0.3	1.1	103
36	16	-13	-0.1	0.8	102

Shown with each value named: 2 of the compounds above
[35] S=C(Nc1cccc(Cl)c1)N1CCN(Cc2ccccc2)CC1
  DTT redox prof = -0.8
  NF-kB neuron act = 1.3
  HMGR II inh = -12
  APP transl inh = 4
  FLuc inh counter = -8
  APP 5'UTR act = -4
  G6PDH CS = 5
  Hsp70 act = -0.3
  FLuc act counter = 1.1
  STAT1 act = 103

[36] Cc1[nH]n(-c2ccc(Br)cc2)c(=O)c1C=Nc1ccc(S(=O)(=O)Nc2nccs2)cc1
  DTT redox prof = 0.3
  NF-kB neuron act = 0.95
  HMGR II inh = -3
  APP transl inh = -16
  FLuc inh counter = 18
  APP 5'UTR act = 16
  G6PDH CS = -13
  Hsp70 act = -0.1
  FLuc act counter = 0.8
  STAT1 act = 102

The list continues.
entry	smiles	DTT redox prof	NF-kB neuron act	HMGR II inh	APP transl inh	FLuc inh counter
37	O=C(Nc1ccccc1)Nc1ccc2snnc2c1	0.6	1.9	3	-10	27
38	COc1ccc(/C(O)=C/C(=O)C(=O)NNC(=O)C(O)(c2ccccc2)c2ccccc2)cc1	2.6	1.1	0	5	-6
39	COC(=O)c1ccc(NC(=O)N2CCCC(C(=O)c3ccccc3OC)C2)cc1 (stereo unspecified)	0.0	0.92	0	-18	-2
40	COc1ccc(C(=O)N/N=C/c2c(C)[nH]c(=O)[nH]c2=O)cc1	-1.3	1.8	1	9	1
41	Cc1nnc(NC2CCCCC2)[nH]c1=O	0.7	2.1	-1	-9	-7
42	Cc1cccc(-n2c(N)cc(=O)nc2SCC(=O)Nc2ccccc2)c1	-0.2	1.2	-3	0	-1
43	O=c1cc(-c2cccc([N+](=O)[O-])c2)[nH][nH]1	-0.3	0.95	-2	-14	-8
44	CN(Cc1ccccc1)CC(O)COc1ccc(CNCCc2ccncc2)cc1 (stereo unspecified)	-0.3	0.81	-4	6	-5
45	COc1ccc(N2CCN(C(=O)c3ccc(Oc4ccc(C(F)(F)F)cn4)cc3)CC2)cc1	0.7	1.1	4	-10	-5
46	CN(C)c1ccc(C(=S)NC2CCCCC2)cc1	-0.9	3.4*	-4	-83	32
47	CN(c1ccc(OCC(=O)OCC(=O)Nc2ccccc2)cc1)S(=O)(=O)c1cccs1	-0.2	1.1	-4	-21	-3
48	CCOc1ccc(N(C(C)C(=O)N/N=C(\C)c2cccc(NC(=O)c3ccccc3)c2)S(C)(=O)=O)cc1 (stereo unspecified)	2.8	0.38	-2	-12	-10

entry	APP 5'UTR act	G6PDH CS	Hsp70 act	FLuc act counter	STAT1 act
37	10	-1	-0.2	0.7	119
38	-5	4	-0.4	1.1	105
39	18	5	0.0	1	101
40	-9	2	-0.3	1	95
41	9	4	-0.1	1.1	95
42	0	-1	-0.2	1	100
43	14	-4	-0.3	1.1	101
44	-6	16	0.2	1.1	90
45	10	3	-0.2	1.1	87
46	83	8	0.3	0.7	132*
47	21	-1	-0.1	1	96
48	12	4	-0.3	1.1	99

The listing continues.
entry	smiles	DTT redox prof	NF-kB neuron act	HMGR II inh	APP transl inh	FLuc inh counter
49	Cc1cccc(C)c1NC(=S)NCc1ccccc1	0.0	1.1	-1	-1	-2
50	CCN(CC)S(=O)(=O)c1cccc(C(=O)N2CCCCC2)c1	0.3	1.1	2	4	-10
51	COc1ccccc1N1CCN(C(=O)c2oc3ccc(Br)cc3c2C)CC1	0.2	0.93	1	24	-7
52	Cc1ccc2c(C)cc[n+](CCCS(=O)(=O)[O-])c2c1	-0.8	1.2	-1	-8	-9
53	CCOc1ccc(C2CC(c3ccccc3)Nc3nc(N)nn32)cc1 (stereo unspecified)	0.5	0.98	0	15	-5

entry	APP 5'UTR act	G6PDH CS	Hsp70 act	FLuc act counter	STAT1 act
49	1	17	-0.2	1	97
50	-4	-4	-0.2	1.1	103
51	-24	-5	-0.1	1.1	97
52	8	-14	-0.2	1.1	92
53	-15	6	-0.2	1.1	106
